Bioassay records as filed in PubChem BioAssay.
GPR151 ag: human GPR151 activation. Q8TDV0. PathHunter beta-arrestin GPR151 cells, luminescence. activation, % at 11.2 µM. 650,000 compounds, 1% hits; in the data active means activation above about 4.9%;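 further: 0% = median of compound wells and 100% = cells with positive control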
Target sequence (Q8TDV0 whole entry, looked up): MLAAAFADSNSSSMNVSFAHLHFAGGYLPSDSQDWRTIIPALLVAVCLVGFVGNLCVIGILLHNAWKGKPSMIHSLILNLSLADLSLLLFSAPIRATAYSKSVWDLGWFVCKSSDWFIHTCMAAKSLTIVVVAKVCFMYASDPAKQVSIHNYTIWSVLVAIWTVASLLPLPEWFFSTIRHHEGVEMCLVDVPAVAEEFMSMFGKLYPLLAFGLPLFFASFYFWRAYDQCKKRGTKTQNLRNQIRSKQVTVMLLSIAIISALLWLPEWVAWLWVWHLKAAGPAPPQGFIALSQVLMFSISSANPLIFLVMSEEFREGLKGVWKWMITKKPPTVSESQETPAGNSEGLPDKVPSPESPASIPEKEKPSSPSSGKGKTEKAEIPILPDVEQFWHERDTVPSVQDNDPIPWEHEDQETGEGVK
TEAD-YAP inh: TEAD-YAP interaction inhibition | HEK-TIYL cells, TEAD-Gal4/YAP UAS-luciferase luminescence | inhibition, % at 9.12 µM | 640,000 compounds, 1.4% hits; in the data active means inhibition above about 32%;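 further: 0% = median of test compound wells and 100% = reference inhibitor wells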
MITF primary: human MITF inhibition, primary screen; O75030; AlphaScreen MITF homodimerization, bead proximity signal; inhibition, % at 2.6 µM; 650,000 compounds, 0.91% hits; in the data active means inhibition above about 50%;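 further: 0% = vehicle wells with protein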
FBW7 act: human FBW7 E3 ligase activation, primary screen | AID 1259310 | 650,000 compounds, 0.13% hits | AlphaScreen FBW7–phospho-cyclin E peptide binding, activator screen | normalized activity (activation), % at 26.1 µM | Q969H0; in the data active means normalized activity above about 1.9%;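 further: purified mutant Fbw7 with reduced substrate affinity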
Target sequence (Q969H0 whole entry, looked up): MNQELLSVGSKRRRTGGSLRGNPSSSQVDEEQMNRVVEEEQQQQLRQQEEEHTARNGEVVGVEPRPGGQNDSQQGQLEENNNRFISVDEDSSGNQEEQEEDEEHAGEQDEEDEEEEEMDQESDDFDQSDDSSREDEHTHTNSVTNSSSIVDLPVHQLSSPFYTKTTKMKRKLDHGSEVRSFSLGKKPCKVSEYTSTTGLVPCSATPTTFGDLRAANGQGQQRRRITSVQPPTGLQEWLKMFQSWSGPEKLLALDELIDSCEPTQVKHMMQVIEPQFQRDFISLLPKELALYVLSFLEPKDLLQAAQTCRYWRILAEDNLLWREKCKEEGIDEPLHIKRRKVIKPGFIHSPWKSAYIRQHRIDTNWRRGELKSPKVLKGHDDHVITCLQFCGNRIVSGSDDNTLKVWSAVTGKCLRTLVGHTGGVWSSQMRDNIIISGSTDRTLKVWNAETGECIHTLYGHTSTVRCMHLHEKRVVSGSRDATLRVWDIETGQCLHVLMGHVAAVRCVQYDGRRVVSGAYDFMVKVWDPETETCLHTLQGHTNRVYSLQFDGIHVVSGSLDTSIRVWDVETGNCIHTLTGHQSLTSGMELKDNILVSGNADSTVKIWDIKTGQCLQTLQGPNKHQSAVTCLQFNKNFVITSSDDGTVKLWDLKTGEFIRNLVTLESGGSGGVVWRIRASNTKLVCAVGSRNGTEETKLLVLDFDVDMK
* = called active by the depositor.

Results follow in this order: GPR151 ag | TEAD-YAP inh | MITF primary | FBW7 act
- COc1ccc(NC(=O)CCN2CCN(S(=O)(=O)c3cc(Cl)ccc3OC)CC2)cc1
→ -0.3 | 6 | 17 | 0.3
- O=C(O)CCN1Cc2ccccc2C1=O
→ -1.2 | -6 | -10 | -0.2
- CCOC(=O)C1=CN(C)C=C(C(=O)OCC)C1c1ccc(F)cc1
→ 2.2 | -16 | 0 | 0.5
- COc1cccc(NC(=O)CSc2nc3c(oc4ccccc43)c(=O)n2CC2CCCO2)c1 (stereo not given)
→ 1.2 | 5 | 8 | 0.1
- CC(=O)c1c(C)oc2cc(Cl)c(NS(=O)(=O)c3c(C)cc(C)cc3C)cc12
→ 1.3 | 8 | 2 | 0.1
- CN(CCc1ccccn1)Cc1cccc(Br)c1
→ 1.2 | -11 | 48 | 0.2
- COc1ccc(C(=O)/C=C/Nc2ccc(O)cc2C)cc1OC
→ -1.3 | -14 | 7 | -0.2
- CCOC(=O)c1[nH]c(C)c(C(=O)OCc2ccccc2)c1C
→ -0.6 | 18 | 13 | 0.5
- COc1ccc(-c2noc(-c3ccc(C)cc3)n2)cc1
→ -0.3 | -71 | -7 | -0.1
- CCN(CC)CCn1c2ccccc2n2nc(C)c(=O)nc12
→ 3.1 | -6 | 2 | -0.2

Additional records follow:
Results follow in this order: GPR151 ag | TEAD-YAP inh | MITF primary | FBW7 act
- Cn1c(=O)c2c(nc(N3CCNCC3)n2Cc2cccc3ccccc23)n(C)c1=O
→ -0.4 | 7 | 1 | 0.0
- COc1cc(C2NC(=O)NC(C)=C2C(=O)OC(C)C)cc(OC)c1OC (stereo not given)
→ -0.5 | 4 | 7 | 0.1
- CCS(=O)(=O)C1=NSC2=NC(=O)/C(=C\c3ccc(Br)cc3)C(=N)N21
→ -0.2 | -1 | 14 | 0.1
- COc1ccc(C)cc1-n1c(C)nc2cc(C(=O)O)ccc21
→ -1.6 | -5 | -6 | 0.1
- CCCCOc1ccc(C(=O)N/C(=C/c2ccc(N(C)C)cc2)C(=O)N2CCC(c3ccc(F)cc3)CC2)cc1
→ 1.5 | 6 | -2 | 0.0
- O=C(O)c1ccccc1OCCOc1ccccc1C(=O)O
→ 0.6 | 16 | 4 | 0.0
- CCCCCOc1ccc(/C=C/C(=O)Nc2ccc([N+](=O)[O-])cc2OC)cc1OC
→ -1.9 | -3 | 4 | -0.4
- Cc1ccc(-n2cc(-c3ccc(Cl)cc3)nc2SCC(=O)N2CCCc3ccccc32)cc1
→ -0.3 | 0 | -6 | -0.4
- CN(CCOC(=O)c1cc2ccccc2o1)C(C)(C)C
→ 2.0 | 3 | 11 | 0.1
- CC(C)NC(=S)NCc1cccnc1
→ -0.3 | -11 | 4 | -0.2

Further compounds
Results follow in this order: GPR151 ag | TEAD-YAP inh | MITF primary | FBW7 act
- COc1ccc(CNC(=O)c2ccc3nc(-c4ccc(OC)c(OC)c4)c(-c4ccc(OC)c(OC)c4)nc3c2)cc1
→ -0.3 | 1 | -1 | 0.4
- CC1(C)C(=O)C2(CCCC2)C(=O)OC1c1ccco1 (stereo not given)
→ -0.8 | 10 | 12 | 0.8
- CC(C)(C)c1ccc(S(=O)(=O)N2CCCC2C(N)=O)cc1 (stereo not given)
→ -0.2 | 10 | -2 | -0.1
- CCOC(=O)N1CCC(NC(=O)CCc2cn(C)c3ccccc23)CC1
→ -0.8 | -10 | 10 | -0.1
- CC1CC(C)CN(S(=O)(=O)c2ccc(C(=O)N=c3sc4cc([N+](=O)[O-])ccc4n3C)cc2)C1 (stereo not given)
→ -0.3 | 3 | -8 | -0.2
- O=C(NCC1CCC2(CCN(Cc3cccn3-c3ncccn3)CC2)O1)c1cccc(F)c1 (stereo not given)
→ 0.2 | -4 | 14 | 0.2
- COc1ccc(C(=O)CSc2nnc(NCc3ccccc3)s2)cc1OC
→ 0.6 | -1 | 0 | -0.1
- O=C(O)/C(=C/C(=O)c1ccccc1)Nc1ccccc1
→ -0.1 | -77 | 4 | -0.4
- CCOc1ccc2c(c1)-c1c(ssc1=S)C(C)(C)N2C(=O)c1ccc([N+](=O)[O-])cc1
→ -1.0 | -5 | 27 | -0.9
- CCOC(=O)CC(NC(=O)Cn1nnc(-c2ccc(C)cc2)n1)c1ccc(OC)cc1 (stereo not given)
→ -0.3 | -7 | -10 | 0.0

(cont.)
Results follow in this order: GPR151 ag | TEAD-YAP inh | MITF primary | FBW7 act
- CCOC(=O)C1=C(C)N=c2s/c(=C\c3cc(C)n(-c4ccc(F)cc4)c3C)c(=O)n2C1c1ccc(OC)c(OC)c1 (stereo not given)
→ 0.7 | 6 | 1 | 0.0
- CCCCNC(=O)CSc1nnc(Cc2ccccc2)n1CC
→ -1.0 | -4 | -8 | -0.1
- O=C(Nc1ccccc1Oc1cccnc1)C1CCCN(Cc2nccs2)C1 (stereo not given)
→ -0.5 | -9 | -12 | 0.0
- COc1cccc(C(=O)NNC(=O)c2cccc([N+](=O)[O-])c2)c1
→ -1.1 | 0 | -4 | 0.0
- NC(=O)c1ccnc(-c2ccccc2)c1
→ -1.3 | -8 | 15 | 0.2
- COc1ccc(NC(=O)C(C)Oc2ccc(C)c(C)c2)c(OC)c1 (stereo not given)
→ 3.5 | 2 | 8 | 0.0
- COc1ccc(SCCCC(=O)Nc2cc(C)on2)cc1
→ -1.3 | 11 | 6 | 0.2
- FC(F)(F)c1cccc(CNc2cc(N3CCOCC3)ncn2)c1
→ 1.3 | 1 | -2 | 0.0
- CCN1C(=O)c2ccccc2S(=O)c2ccc(C(=O)NCCCN3CCOCC3)cc21 (stereo not given)
→ 0.5 | -11 | -8 | -0.3
- COc1ccc(Oc2coc3cc(OCC(=O)OCCC(C)C)ccc3c2=O)cc1
→ 0.4 | -5 | -2 | 0.1

Single records (already shown).
`CN(CCOC(=O)c1cc2ccccc2o1)C(C)(C)C` is listed with GPR151 ag: 2.0; TEAD-YAP inh: 3; MITF primary: 11; FBW7 act: 0.1
`NC(=O)c1ccnc(-c2ccccc2)c1` is listed with GPR151 ag: -1.3; TEAD-YAP inh: -8; MITF primary: 15; FBW7 act: 0.2

The listing picks up, starting four compounds before the break.
Results follow in this order: GPR151 ag | TEAD-YAP inh | MITF primary | FBW7 act
- COc1ccc(SCCCC(=O)Nc2cc(C)on2)cc1
→ -1.3 | 11 | 6 | 0.2
- FC(F)(F)c1cccc(CNc2cc(N3CCOCC3)ncn2)c1
→ 1.3 | 1 | -2 | 0.0
- CCN1C(=O)c2ccccc2S(=O)c2ccc(C(=O)NCCCN3CCOCC3)cc21 (stereo not given)
→ 0.5 | -11 | -8 | -0.3
- COc1ccc(Oc2coc3cc(OCC(=O)OCCC(C)C)ccc3c2=O)cc1
→ 0.4 | -5 | -2 | 0.1
- COCCNC(=O)Cn1c(=O)n(-c2ccccc2)c(=O)c2oc3ccccc3c21
→ -1.1 | -2 | 8 | 0.1
- N#CC1=C(N)Oc2n[nH]c(-c3ccc4c(c3)OCO4)c2C1c1cccs1 (stereo not given)
→ 1.8 | -5 | -5 | 0.0
- CCOCCOC(=O)c1ccc(NC(=O)COc2ccc(OC)cc2)cc1
→ 0.1 | 9 | 3 | -0.6
- O=C(Nc1ccc(N2CCOCC2)c(Br)c1)c1cccs1
→ -2.4 | -35 | 11 | 0.4
- COc1cccc(OCC(O)CNC2CCCC2)c1 (stereo not given)
→ 1.4 | 13 | 19 | 0.1
- CS(=O)(=O)N(CC(O)Cn1c2ccc(Cl)cc2c2cc(Cl)ccc21)c1ccccc1 (stereo not given)
→ 0.2 | -5 | 6 | -0.1
- O=C(Nc1ccc(S(=O)(=O)Nc2nccs2)cc1)c1cc2ccccc2c(=O)o1
→ -0.9 | 0 | 0 | -0.1
- Cc1cccc(-n2nc3c(c2NC(=O)c2ccccc2Cl)CS(=O)(=O)C3)c1C
→ -1.8 | 7 | 6 | -0.1
- O=C(NC1(c2ccccc2)CC1)c1cc(Cc2ccccc2)no1
→ 0.2 | -19 | 12 | 0.2
- CC1CCN(S(=O)(=O)c2ccc(NC(=O)CCCOc3ccc(Cl)cc3Cl)cc2)CC1
→ -0.3 | -6 | 1 | 0.0

(further entries)
Results follow in this order: GPR151 ag | TEAD-YAP inh | MITF primary | FBW7 act
- CCOc1cc(CN2CCN(Cc3cccc(OC)c3OC)CC2)ccc1OC
→ 0.8 | -7 | 11 | 0.0
- COc1nc(NC2CC2)nc(-c2c(C)nn(C)c2C)n1
→ 2.3 | 0 | -2 | 0.2
- CCCOc1ccc(-c2csc(NC(=O)c3ccc(S(=O)(=O)N4CCc5ccccc5C4)cc3)n2)cc1
→ -1.1 | -4 | 13 | 0.4
- O=C1N(c2ccccc2)C[C@@H]2C[C@@H](c3cccn3-c3ccccn3)N3CCC[C@@]123
→ 2.1 | 0 | 14 | 0.1
- COc1ccc(/C=C2\CCCC(C(=O)C(F)(F)F)=C2O)cc1OC
→ 0.6 | -14 | -2 | -0.1
- CCC[C@@H]1NC(=O)[C@H]2CN(C(=O)c3ccc4ccccc4c3)CCN2C1=O
→ 1.2 | -8 | 1 | 0.0
- Cc1ccc(S(=O)(=O)N2CCOCC2)cc1C(=O)OCc1cccc2ccccc12
→ 2.4 | 3 | -7 | 0.0
- O=C(Nc1nnc(S(=O)(=O)N2CCCCC2)s1)c1ccccc1Br
→ 3.1 | 2 | -5 | -0.1
- COCCn1c(N2CCNCC2)nc2c1c(=O)[nH]c(=O)n2C
→ 1.4 | 1 | 0 | 0.1
- O=C(NC(=S)NCc1cccnc1)c1ccc2c(c1)OCO2
→ 3.4 | -4 | -1 | -0.3

More results follow:
structure,GPR151 ag,TEAD-YAP inh,MITF primary,FBW7 act
COc1ccccc1NC(=O)CSc1nc(-c2ccccc2)cn1-c1ccc(F)cc1,1.3,-2,-3,-0.1
O=C(Nc1c2c(nn1-c1ccccc1)CSC2)C1CC1,-1.8,13,12,0.3
Fc1ccc(-c2ccc(/C=N\n3cnnc3)o2)cc1Cl,0.0,11,11,0.0
Cc1cc(C)cc(NC(=O)CCCN2C(=O)COc3ccc(C)cc32)c1,0.4,2,-5,-0.4
O=C(Nc1ccccc1Cl)c1ccc(F)c(S(=O)(=O)NCCc2ccccc2)c1,-0.4,0,-1,-0.1
O=C(NCCO)c1ccnc(-c2ccc(C(=O)NC3CC3)cc2)c1,2.9,-8,-7,-0.1
C=CCN(CC(=O)O)S(=O)(=O)c1ccc(C)c(C)c1,6.6*,4,6,0.3
O=C(Nc1ccc(Cl)cc1F)c1ccc(F)c([N+](=O)[O-])c1,-2.5,10,4,-0.1
CCC(=O)c1ccc(N2CCN(C(=O)c3cc(F)c(F)cc3C)CC2)c(F)c1,0.5,10,5,0.1
CCC(C)NC(=O)CC(NS(=O)(=O)c1ccc(F)cc1)c1ccc(OC)cc1 (stereo not given),-0.7,6,13,0.3
COCCCNc1nc2nonc2nc1N(C)CC1CCCN1C (stereo not given),-0.2,-8,1,0.2
COc1ccc(C(=O)[C@H]2CCCN(C(=O)c3cc(-c4ccco4)on3)C2)cc1,1.4,3,-8,0.1
CCCCn1nnnc1SCC(=O)N1CCOCC1,0.7,14,-11,-0.1
CCCOc1ccc(C(=O)NC(=S)Nc2ccccn2)cc1,-2.7,51*,-12,0.1
O=C(Cn1c(-c2ccccc2F)nc2ccccc2c1=O)Nc1ccc(F)cc1,0.3,-13,5,0.1
O=C(CC1c2ccccc2Oc2ccccc21)Nc1ccccc1F,-0.4,8,16,0.2
CCc1ccccc1NS(=O)(=O)c1ccc(CN2C(=O)c3cccnc3C2=O)s1,-1.8,2,14,0.4
CCOc1cc(/C=N/n2c(CC)n[nH]c2=S)cc(Cl)c1O,0.9,-6,-1,-0.1
COc1ccc(-n2nc(C(=O)NCC(=O)N3CC(C)CC(C)C3)c3ccccc3c2=O)cc1Cl (stereo not given),-0.2,16,4,-0.1
O=C(CCCn1c(=S)[nH]c2cc3c(cc2c1=O)OCO3)N1CCN(C2CCCCC2)CC1,0.8,4,-17,0.1
Cn1c(SCC(=O)Nc2ccccc2F)nc2c(c1=O)SCC2,1.5,7,-1,0.2
COc1cc(-c2c(NC(=O)c3ccccc3)oc3c(C)cccc3c2=O)cc(OC)c1OC,-0.1,16,7,-0.2
COCCN(C(=S)Nc1cccc(F)c1)C1CCN(C(C)C)CC1,1.2,0,5,0.0
COc1ccccc1C(=O)NCC1COc2ccccc2O1 (stereo not given),-0.2,-35,18,0.7
O=C(NCc1nnnn1-c1ccc(Cl)cc1)c1ccc2ccccc2c1,-0.2,-9,10,0.1
CCOc1ccccc1N=c1ssc2c1-c1cc(OC)ccc1NC2(C)C,-0.3,-13,4,-0.2
CCOc1ccc(N2C(=O)CN=C2Nc2ccc(F)cc2)cc1,-0.5,3,17,0.1
O=C(O)C(=O)NCC1COc2ccccc2O1 (stereo not given),-0.5,-2,14,0.3
CC(C)NCC(O)COCCOc1ccc(Cl)cc1 (stereo not given),1.2,1,2,-0.1
O=C(c1ccc(Br)cc1)N1CCN(c2ccc([N+](=O)[O-])c(N3CCCC3)c2)CC1,2.7,12,4,-0.1

Further compounds:
structure,GPR151 ag,TEAD-YAP inh,MITF primary,FBW7 act
Cc1[nH]c2c(Cl)cccc2c(=O)c1CN1CCOCC1,-0.9,0,14,0.6
CC1(C)Cc2noc(N)c2C(C)(C)N1OC(=O)c1ccccc1,0.8,5,-3,-0.1
COc1cc(C)c(C)cc1S(=O)(=O)Nc1ccc(I)cc1,-1.1,5,6,0.0
CCN(CC)C(=O)c1sc(NC(=O)c2ccoc2C)c(C(=O)OC)c1C,1.3,9,22,1.2
Cc1cc(=O)n(CC(=O)O)c2ccccc12,0.4,15,-3,-0.3
CCOc1ccccc1-c1nnc(SCC(=O)c2cccc([N+](=O)[O-])c2)o1,1.1,-1,13,0.8
O=C(NCc1ccco1)c1cc2ccccc2oc1=O,0.1,-39,0,-0.2
